USP1-UAF1 inh: blocks the human USP1/UAF1 deubiquitinase complex | Potency, µM (series often up to 57.1 µM), for inactives: at the top dose activity change, negative = inhibition, hits mostly inhibitors | recombinant USP1/UAF1, Ub-Rhodamine cleavage fluorescence | AID 743255 | 390,000 tested, 0.23% active; also: potency is read from the fitted curve at half-maximal effect; % is scaled to controls: 0 for no effect and ±100 for the full control effect; nearly all actives have a fitted effect of over 60% in size; inactives centre near -12
Target sequence (O94782 whole entry, looked up): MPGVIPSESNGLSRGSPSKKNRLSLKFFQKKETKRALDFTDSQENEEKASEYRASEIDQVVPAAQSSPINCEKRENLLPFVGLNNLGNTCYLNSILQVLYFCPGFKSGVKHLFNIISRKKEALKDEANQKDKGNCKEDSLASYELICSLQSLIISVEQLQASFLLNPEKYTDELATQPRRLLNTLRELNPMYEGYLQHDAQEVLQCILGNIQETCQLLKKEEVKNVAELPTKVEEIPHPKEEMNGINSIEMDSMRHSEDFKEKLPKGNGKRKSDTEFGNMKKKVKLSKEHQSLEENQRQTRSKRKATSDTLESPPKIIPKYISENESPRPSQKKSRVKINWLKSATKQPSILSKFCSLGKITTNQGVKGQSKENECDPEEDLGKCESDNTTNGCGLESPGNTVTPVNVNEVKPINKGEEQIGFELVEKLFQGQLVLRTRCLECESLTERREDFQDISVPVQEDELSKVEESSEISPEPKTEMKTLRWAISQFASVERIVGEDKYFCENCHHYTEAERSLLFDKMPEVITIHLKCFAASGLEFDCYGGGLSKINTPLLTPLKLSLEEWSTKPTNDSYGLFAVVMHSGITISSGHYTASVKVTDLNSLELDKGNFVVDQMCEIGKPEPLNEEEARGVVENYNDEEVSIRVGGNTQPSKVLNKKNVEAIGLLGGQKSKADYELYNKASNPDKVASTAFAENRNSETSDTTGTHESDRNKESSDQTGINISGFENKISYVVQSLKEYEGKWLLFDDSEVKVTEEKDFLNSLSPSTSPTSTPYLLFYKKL
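USP1/UAF1 complex at 1 nM was preincubated with compound for 15 min at room temperature, then Ub-Rho substrate (150nM final) was added. Fluorescence (480/540 nm) was read kinetically, 6 reads every 60 seconds.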
Tb PGK inh: T. brucei PGK inhibition; PGK/GAPDH coupled, Kinase-Glo luminescence, 60 min; 380,000 tested, 0.043% active; Potency, µM (highest dose often 57.5 µM), for inactives: at the highest dose activity change, negative = inhibition, actives largely listed as inhibitors; P07378; also: potency is read from the fitted curve at half-maximal effect; % is scaled to controls: 0 for no effect and ±100 for the full control effect; nearly all actives have a fitted effect of over 60% in size
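Recombinant glycosomal PGK reaction used 1,3-bisphosphoglycerate generated in-well by GAPDH (100nM final) in 100mM TEA pH 7.6, 5mM MgCl2, 0.01% Tween-20. After 60 minutes at room temperature, ATP was read by Kinase-Glo Plus luminescence end-point.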
IDH1 R132H inh: inhibitors of human mutant IDH1 R132H; O75874; IDH1-R132H enzyme, NADPH consumption, diaphorase/resazurin fluorescence; Potency, µM (highest dose often 76.6 µM), for the others: at the highest dose activity change, negative = inhibition, hits mostly inhibitors; 390,000 tested, 0.093% active; AID 602179; also: potency is read from the fitted curve at half-maximal effect; % is scaled to controls: 0 for no effect and ±100 for the full control effect; nearly all actives have a fitted effect of over 65% in size
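IDH1-R132H (0.5 ug/mL dispensed) in pH 7.5 Tris buffer was preincubated 30 min with compound, then given a substrate mix of 0.016 mM NADPH and 2 mM alpha-KG for 80 min at room temperature; remaining NADPH was read by diaphorase/resazurin fluorescence.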
PI4K2A block: blocks human PI4K2A kinase activity. Q9BTU6. purified PI4K2A, ADP-Glo luminescence, 1 h; active compounds read low. activity change, negative = inhibition, % at 76.9 µM. 420,000 tested, 0.13% active. AID 1346378; in the data active = activity change below about -50%; inconclusive = mostly about -30% to -49%;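 also: -100% = wells without enzyme as full effect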
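Compounds are screened against recombinant PI4K2A using PI as substrate and ATP, the latter dispensed at 300 microM. Reactions run one hour at ambient temperature before ADP-Glo detection; full inhibition defined by wells lacking enzyme.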
rTrxR1 inhibitor: blocks rat thioredoxin reductase 1; 390,000 tested, 1% active; recombinant rTrxR1, NADPH fluorescence consumption, selenite substrate; O89049; AID 588453; Potency, µM (titrated, usually from 114 µM), for the others: at the highest dose activity change, negative = inhibition, most hits filed as inhibitors; also: potency is read from the fitted curve at half-maximal effect; % is scaled to controls: 0 for no effect and ±100 for the full control effect; nearly all actives have a fitted effect of over 65% in size
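Rat TrxR1 (90 nM in the dispensed reagent) was pre-reduced with 400 uM NADPH for 5 min at room temperature, then incubated with compound for 15 min. After 400 uM selenite was added, NADPH fluorescence (Ex 340/Em 450 nm) was followed for 8 min.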
GLS inhibitor: glutaminase GLS (human) inhibition; GLS enzymatic activity, qHTS titration; Potency, µM (top dose mostly 45.5 µM), inactives show at the highest dose activity change, negative = inhibition, actives largely listed as inhibitors; 410,000 tested, 0.21% active; also: potency is read from the fitted curve at half-maximal effect; % is scaled to controls: 0 for no effect and ±100 for the full control effect
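Compounds were pin-transferred onto hKGA, after which L-glutamine (1 mM solution) and a detection mix of glutamate oxidase, HRP and Amplex Red were added. Initial and 30 min RT fluorescence reads were collected.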
TrxR1 substrate: substrates of rat thioredoxin reductase 1. O89049. purified TrxR1 substrate turnover, NADPH consumption readout. Potency, µM (top dose mostly 114 µM), for inactives: at the top dose activity change, negative = substrate turnover. 390,000 tested, 0.01% active. AID 588456; also: potency is read from the fitted curve at half-maximal effect; % is scaled to controls: 0 for no effect and ±100 for the full control effect; nearly all actives have a fitted effect of over 50% in size
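Rat TrxR1, dispensed at 90 nM, was prereduced with 400 uM NADPH (final) for 5 min at ~22 deg C, then incubated with compound 15 min before 400 uM selenite. A first-read NADPH fluorescence drop versus no-compound background flagged substrates.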
Pin1 inh: human Pin1 inhibition; Pin1 FP peptide displacement, HiFluor488, 10 min; AID 504891; Q13526; 390,000 tested, 0.009% active; Potency, µM (doses to about 115 µM), for the others: at the highest dose activity, negative = inhibition, hits mostly inhibitors; active = well fitted inhibition curve with a large enough effect in the polarisation, with a control signal flat, not every such curve was filed as active; inconclusive = small, poorly fitted or top-dose-only effect, or effect the other way, or a change in a side signal; inactive = no such curve, though single readings can be large or run the other way; the % refers to the polarisation; also: potency is read from the fitted curve at half-maximal effect; % is scaled to controls: 0 for no effect and ±100 for the full control effect
HP1b chromo inh: inhibitors of HP1-beta chromodomain binding to methylated histone tails. P83916. AlphaScreen HP1-beta / biotin-H3K9me3 peptide binding. Potency, µM (highest dose often 114 µM), for inactives: at the highest dose activity change, negative = inhibition, usual class: inhibitors. 390,000 tested, 0.56% active. AID 540317; also: potency is read from the fitted curve at half-maximal effect; nearly all actives have a fitted effect of over 70% in size; inactives centre near 23
Target sequence (P83916 whole entry, looked up): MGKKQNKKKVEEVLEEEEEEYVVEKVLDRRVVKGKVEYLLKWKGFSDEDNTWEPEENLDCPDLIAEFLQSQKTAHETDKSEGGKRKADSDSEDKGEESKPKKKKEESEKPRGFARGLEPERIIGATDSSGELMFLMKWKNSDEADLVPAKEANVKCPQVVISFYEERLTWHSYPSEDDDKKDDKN
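Compound inhibition of the preformed complex between 50 nM HP1-beta and 50 nM biotinylated H3K9me3 peptide was read by AlphaScreen. Buffer was PBS pH 7.4 with 0.01% Tween-20. Incubations ran 30 min at room temperature, with 10 ug/mL donor/acceptor beads.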
* marks the source's active call; other numbers are inactive results; i = inactive; ? = inconclusive; nt = no result given; & = joins results of further samples; [ ] = dose if it differs, or a comment. Unless noted, calls follow the shape of the dose curve; as a rule, active = well fitted curve in the direction sought with a large enough effect; inconclusive = small, poorly fitted or top-dose-only effect, or another doubt; inactive = no such curve, though single readings can be large; an effect the other way counts as inactive or inconclusive. Only part of the results is shown. The share of hits here may be higher or lower than overall.

SMILES	USP1-UAF1 inh	Tb PGK inh	IDH1 R132H inh	PI4K2A block	rTrxR1 inhibitor	GLS inhibitor	TrxR1 substrate	Pin1 inh	HP1b chromo inh
Cc1nc2ccccc2c(=O)n1-c1ccc([N+](=O)[O-])cc1	-9%	-9%	0%	-7	15%	-9%	-4%	-1%	36%
CNC(C)Cc1ccccc1Sc1ccc(O)cc1 (stereo not drawn)	5%	-5%	1%	-3	17%[57.1 µM]	17%	10%[57.1 µM]	-7%	9%
COc1ccc(C(=O)OC2CC3CCC(C2)[N+]3(C)[O-])cc1OC (stereo not drawn)	-17%	-4%	0%	4	19%	-4%	9%	1%	24%
COc1ccc(-n2c(-c3ccco3)nc3c(cnn3-c3ccc(Cl)cc3)c2=O)cc1	-12%	3%	-11%	0	-28%	-1%	-6%	48%[activator]	20%
CN1CCN(Cc2ccccc2Sc2ccccc2)CC1	-7%	-1%	1%	10	5%	12%	0%	-1%	-12%
COc1nc2ccccc2nc1N1CCN(C)CC1	-18%	1%	-7%	-1	18%	-10%	10%	-4%	17%
CNC(=O)Oc1ccc2ncccc2c1	-19%	-10%	7%	0	-16%	2%	1%	0%	46%[activator]
CCc1c(C(=O)NN2C(=O)C3C4CCC(O4)C3C2=O)csc1C (stereo not drawn)	-8%	i	1%	3	8%	-5%	-1%	-6%	34%
CC(=O)NC(Cc1ccc(N(CCCl)CCCl)cc1)C(=O)NCC(=O)NCC(=O)O (stereo not drawn)	-16%	i	3%	-15	-12%[57.1 µM]	-12%	-2%[57.1 µM]	?	22%
CCOC(=O)N(CC)c1ccc(C(O)(C(=O)OC)C(F)(F)F)cc1 (stereo not drawn)	-6%	1%	-1%	-4	18%	-5%	-2%	3%	22%
CCN(CC(=O)Nc1ccc(C#N)c(Cl)c1)CC(=O)NC(C)(C)C	-11%	-7%	4%	-3	28%[57.1 µM]	-10%	-8%[57.1 µM]	5%	50%[activator]
Cc1ccc2c(c1)cc(C(=O)Nc1ccccc1C)n2C	-9%	nt	nt	-1	25%	-12%	30%[activator]	2%	15%
OCCOCC#CCN1CCOCC1	-6%	-9%	3%	2	2%	1%	-5%	8%	22%
O=S(=O)(c1cccc(C(F)(F)F)c1)N1Cc2ccccc2-n2nncc2C1	-11%	-10%	2%	4	nt	-9%	nt	nt	nt
O=C(NCc1nnc(SCC(=O)N2CCN(c3ccccc3)CC2)o1)c1ccco1	-11%	-6%	3%	3	-9%	61%[activator]	-2%	-8%	-4%
CC[C@H]1CN2CC[C@@]3(C(=O)Nc4ccccc43)[C@@H]2C[C@@H]1/C(=C\OC)C(=O)OC	-20%	0%	-8%	0	-5%	23%	-2%	-9%	28%
COc1ccc(CC(C)Nc2cccc(F)c2)cc1 (stereo not drawn)	-19%	0%	-1%	-3	1%	10%	-9%	5%	100%[activator]
CCN(CC)C(=O)c1ccc(NC(=O)CNC(C)c2cccc3ccccc23)cc1 (stereo not drawn)	-17%	5%	-5%	4	-13%	-5%	-2%	2%	12%
COc1ccccc1N1CCN(Cc2cc(C)c(C)cc2O)CC1	-27%	-4%	1%	1	-7%	-10%	-9%	1%	-5%
Cc1ccnc2c1NC(=O)c1cccnc1N2C1CC1	?	-5%	7%	-1&-1	21%	1%&11%	6%	-5%	39%

Arranged by molar mass (largest number first): part of the list above
SMILES	USP1-UAF1 inh	Tb PGK inh	IDH1 R132H inh	PI4K2A block	rTrxR1 inhibitor	GLS inhibitor	TrxR1 substrate	Pin1 inh	HP1b chromo inh
COc1ccc(-n2c(-c3ccco3)nc3c(cnn3-c3ccc(Cl)cc3)c2=O)cc1	-12%	3%	-11%	0	-28%	-1%	-6%	48%[activator]	20%
CCN(CC)C(=O)c1ccc(NC(=O)CNC(C)c2cccc3ccccc23)cc1 (stereo not drawn)	-17%	5%	-5%	4	-13%	-5%	-2%	2%	12%
CCc1c(C(=O)NN2C(=O)C3C4CCC(O4)C3C2=O)csc1C (stereo not drawn)	-8%	i	1%	3	8%	-5%	-1%	-6%	34%
Cc1ccc2c(c1)cc(C(=O)Nc1ccccc1C)n2C	-9%	nt	nt	-1	25%	-12%	30%[activator]	2%	15%
COc1ccc(CC(C)Nc2cccc(F)c2)cc1 (stereo not drawn)	-19%	0%	-1%	-3	1%	10%	-9%	5%	100%[activator]

Remaining list, next part:
SMILES	USP1-UAF1 inh	Tb PGK inh	IDH1 R132H inh	PI4K2A block	rTrxR1 inhibitor	GLS inhibitor	TrxR1 substrate	Pin1 inh	HP1b chromo inh
COc1ccccc1OCCCn1cc(C=O)c2ccccc21	-10%	6%	19%	-2	10%[57.1 µM]	0%	-4%	-1%	25%
COC(=O)C1=C(c2ccc(-c3ccccc3)c(F)c2)C[C@@H]2CC[C@H]1N2C(=O)NC1CCCCC1	-28%	-1%	11%	4	14%[57.1 µM]	-6%	-1%[57.1 µM]	6%	39%[activator]
COc1c(C)cc(C(=O)C2CCCN(Cc3cccc(C)n3)C2)cc1C (stereo not drawn)	-21%	nt	4%	-2	16%	-3%	1%	4%	44%[activator]
c1csc(CN2CCNCC2)c1	-14%	-1%	0%	0	-41%	6%	9%[57.1 µM]	0%	16%
CC(C)=CCN1CC[C@@]2(C)c3cc(O)ccc3CC1C2C (stereo partly drawn)	?	i	18%	-5	16%	42%[activator]	3%	0%	11%
COc1ccc(CC2(CCc3ccncc3)C(=O)NC(=O)NC2=O)c(OC)c1	-23%	i	-2%	-5	-1%[57.1 µM]	-10%	-4%[57.1 µM]	-1%	13%
CC(C)(C)n1c(O)c(C=Nc2ccc3c(c2)CCC3)c(=O)[nH]c1=O	-5%	0%	-3%	-15	-1%	-1%	-1%	3%	-6%
O=c1c2ccccc2nc(-c2ccoc2)n1-c1ccccc1Cl	-10%	-6%	5%	-5	?	2%	5%	0%	2%
CCC(=NC1CC1)c1c(O)n(C2CCCCC2)c(=O)[nH]c1=O	-5%	-4%	-7%	-3	-8%[57.1 µM]	5%	1%[57.1 µM]	-1%	10%
CSc1ccc(CN2CCN(C(=O)Cc3ccccc3)CC2)cc1	-1%	-9%	9%	8	9%	0%	0%	-7%	?
Cc1ccc(-c2nc3ccccc3c(=O)n2-c2cccnc2)cc1	2%	2%	-2%	0	?	-7%	-6%	3%	13%
Cc1ccc(N)c(C)c1	-23%	7%	-9%	-3	21%	-2%	10%	-6%	41%[activator]
CC1(C)C[C@H]2C=C(C=O)[C@]3(C=O)C[C@]3(C)[C@H]2C1	7%	i	-1%	-8	-22%	-1%	0%	-6%	15%
CC(=O)[C@H]1[C@H](C#N)C[C@H]2[C@@H]3CC=C4C[C@@H](O)CC[C@]4(C)[C@H]3CC[C@@]21C	-8%	-2%	-7%	-2	22%&10%	-8%	8%&4%	3%	26%
Cc1cc(C)nc(NS(=O)(=O)c2ccc(NC(=S)NC(=O)C3CCCC3)cc2)n1	-11%	i	1%	0	?	-14%	5%[57.1 µM]	0%	23%
COc1ccc2c3c1OC1[C@H](O)CCC4[C@@H](C2)N(C)CC[C@]314 (stereo partly drawn)	?	3%	-8%	1	18%	2%	1%	-2%	32%
CC(C)n1c(O)c(C2c3cc(Cl)ccc3Oc3[nH]c(=O)n(C(C)C)c(=O)c32)c(=O)[nH]c1=O (stereo not drawn)	-13%	i	8%	?	-47%	?	8%[57.1 µM]	2%	9%
Cc1cc(NC(=O)COC(=O)c2c(C)nn(Cc3ccccc3Cl)c2C)no1	-19%	-7%	7%	5	8%[11.4 µM]	0%	-12%[11.4 µM]	3%	35%
C/C(=N\N1CCCCCC1)c1c(O)n(-c2ccc(C)cc2)c(=O)[nH]c1=O	5%	2%	12%	-1	-1%[57.1 µM]	11%	1%[57.1 µM]	3%	19%
C[C@@H]1CN([C@H](C)CO)C(=O)CCCn2cc(nn2)CO[C@H]1CN(C)C(=O)Oc1cccc2ccccc12	-28%	6%	1%	-4	nt	-2%	nt	nt	nt
CCOc1ccc(N(C(C)C(=O)Nc2cc(Cl)ccc2OC)S(C)(=O)=O)cc1 (stereo not drawn)	?	-10%	2%	2	-21%	5%	-19%	6%	21%
CN(C)P(=O)(NC(=O)c1cccn1C)N(C)C	-18%	-1%	6%	7	20%[57.1 µM]	3%	-10%[57.1 µM]	?	31%
COC(=O)C1=C(c2ccc(OC)c(OC)c2)C[C@@H]2CC[C@H]1N2C(=O)N1CCOCC1	-7%	0%	7%	2	5%	0%	2%	-3%	51%[activator]
COc1ccc(CCNCc2ccc(OC)c(OC)c2OC)cc1	-9%	nt	1%	-2	?	-12%	-19%	5%	?
C/C=C1/CN2[C@@H]3C4CO[C@@H]3c3c([nH]c5cc(OC)ccc35)[C@@H]2CC14 (stereo partly drawn)	-13%	-7%	19%	-3	15%	4%	11%	-9%	22%
COc1cc2c3cc1Oc1cc(ccc1O)C[C@@H]1c4c(cc(OC)c(O)c4Oc4ccc(cc4)C[C@H]3N(C)CC2)CCN1C	-17%	-3%	-5%	1	2%	1%	-5%	-5%	-6%
Nc1ccc(C2(c3ccc(N)cc3)c3ccccc3-c3ccccc32)cc1	-22%	i	-19%	-12	21%[57.1 µM]	2%	16%	1%	-10%
COc1cc(CN2CC=C(c3ccc(F)cc3)CC2)cc(OC)c1	-11%	-5%	9%	6	17%	0%	3%	-1%	49%[activator]
Cc1c(CCNS(=O)(=O)c2ccccc2)sc2nc(-c3ccc(Cl)cc3)nn12	-23%	i	-8%	3	-1%[57.1 µM]	-7%	-9%[57.1 µM]	?	27%
